From PubChem
Measles CPE = protection of cells from measles virus | protection (pct of control), % at 4 µM | 1.5% of 140,000 active | Measles virus-infected cells, CPE protection, absorbance | AID 841; in the data active means protection mostly above about 24%, no sharp cut-off; inactive means mostly below about 26%; further: some compounds called inactive have numbers as strong as hits
Phagocyt inh = inhibitors of macrophage phagocytosis; J774A.1 macrophage IgG-bead phagocytosis, imaging; inhibition, % at 5 µM; 0.07% of 110,000 active;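 active means inhibition above the mean of the plate negative controls plus 5 SD, cut at about 13% in these data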;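 further: phagocytic index as fraction of beads internalized from green versus red external bead signal; plate controls were DMSO negative control for no effect and cytochalasin-D positive control for full effect; some results beyond the cut were filed as inactive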
HCT116 PTEN-null = PTEN-deleted cell growth suppression | HCT116 PTEN-null viability, CellTiter-Glo, 60 h; hits give low values | 1.2% of 140,000 active | viability, % at 10 µM | AID 827;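 active means viability at or below a set limit, 4 SD under the median of all tested compounds, cut at about 3.7% in these data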;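 further: PTEN knockout HCT116 line with beta catenin targeted HCT116 as companion control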
E-sel TNF inh = blocks E-selectin expression induced by TNF alpha; HUVEC TNFa-induced E-selectin immunofluorescence, high content; inhibition, % at 2 µM; 0.71% of 120,000 active;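 active means inhibition above the batch mean plus 3 SD, and confirmed as a hit on visual image review, cut at about 43% in these data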;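 further: 0% = TNF-stimulated DMSO wells and 100% = unstimulated control wells; not every result past the cut was called active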
Yeast life ext = extends the lifespan of yeast. S. cerevisiae growth with nicotinamide, OD615; deaD strain in restrictive glucose medium. inhibition of the nicotinamide effect, % at 10 µM. 0.68% of 130,000 active;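 active means inhibition above a set limit, placed 3 SD over the median of all compounds, cut at about 26% in these data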;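 further: 0% = nicotinamide-treated wells and 100% = cells grown without nicotinamide; some compounds called inactive have numbers as strong as hits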
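assay system = DeaD-strain S. cerevisiae | buffer or medium = restrictive glucose medium | reagent = 1.5 mM nicotinamide | compound = 10 µM single point, 0.25% DMSO | incubation = 48 h compound exposure at 30 °C, humidified | signal = OD615 measurement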
NPY-Y2 antag = antagonists of human neuropeptide Y receptor Y2; P49146; 0.99% of 140,000 active; AID 793; NPY-Y2 expressing cells, antagonist mode; inhibition, % at 2.7 µM; in the data active means inhibition above about 17%;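 further: 0% = vehicle with agonist challenge and 100% = reference antagonist with challenge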
Target sequence (P49146 whole entry, looked up): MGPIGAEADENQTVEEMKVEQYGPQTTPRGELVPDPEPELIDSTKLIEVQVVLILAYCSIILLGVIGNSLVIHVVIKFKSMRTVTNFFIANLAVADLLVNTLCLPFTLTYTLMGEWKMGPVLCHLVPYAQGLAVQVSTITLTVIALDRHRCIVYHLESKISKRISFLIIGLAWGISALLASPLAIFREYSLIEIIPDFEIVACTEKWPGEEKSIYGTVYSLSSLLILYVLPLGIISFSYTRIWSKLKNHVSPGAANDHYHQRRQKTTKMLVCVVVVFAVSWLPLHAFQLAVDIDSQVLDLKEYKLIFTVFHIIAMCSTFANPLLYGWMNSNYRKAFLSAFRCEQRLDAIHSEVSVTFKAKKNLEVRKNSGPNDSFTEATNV
bCat KO growth = beta-catenin-lacking colon tumor cell growth suppression. HCT116 beta-catenin knockout viability, CellTiter-Glo, 60 h; hits give low values. viability, % at 10 µM. 1.5% of 140,000 active;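 active means viability at or under a set limit, the compound median less 4 SD, cut at about 6% in these data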;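 further: 0% = Hyamine 1622 control at 20 µM and 100% = untreated cell control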
MRP-1 activ = MRP-1 activation; H69AR cells + doxorubicin, viability rescue, CellTiter-Glo; viability increase, % at 10 µM; 0.61% of 140,000 active; AID 799;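 active means viability gain under doxorubicin at or above a set limit, the compound median plus 3 SD, cut at about 4.7% in these data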;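 further: MRP-1 overexpressing cells given doxorubicin 25 µM after compound pretreatment; 18-22 h compound pretreatment then 72 h with doxorubicin before readout; 0% = doxorubicin-only wells and 100% = vehicle-treated cells without doxorubicin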
GALR2 blocker = antagonists of human galanin receptor 2 (GALR2) | O43603 | GALR2-expressing cells, antagonist mode | 0.39% of 140,000 active | inhibition, % at 4 µM; in the data active means inhibition above about 27%;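 further: cells stimulated with galanin 1-16 at roughly its EC80; 0% = agonist challenge control and 100% = basal control without agonist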
Target sequence (O43603 whole entry, looked up): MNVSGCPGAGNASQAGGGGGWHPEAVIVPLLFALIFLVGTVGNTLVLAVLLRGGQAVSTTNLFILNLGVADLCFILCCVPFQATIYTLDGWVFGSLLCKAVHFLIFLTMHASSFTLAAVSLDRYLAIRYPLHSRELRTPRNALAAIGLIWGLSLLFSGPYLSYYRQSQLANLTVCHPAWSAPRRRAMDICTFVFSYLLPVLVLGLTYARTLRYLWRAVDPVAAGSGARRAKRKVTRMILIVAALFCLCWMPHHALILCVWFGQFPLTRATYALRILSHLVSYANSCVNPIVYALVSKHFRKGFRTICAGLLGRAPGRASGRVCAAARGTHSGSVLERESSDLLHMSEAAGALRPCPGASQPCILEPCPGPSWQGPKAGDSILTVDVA
BB579 growth dn = chemicals that inhibit yeast BB579 growth in restrictive medium (lifespan-shortening candidates); S. cerevisiae BB579 growth, OD615, 48 h; inhibition, % at 10 µM; 0.51% of 140,000 active; AID 804;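 active means inhibition above a set limit, 3 SD over the mean compound inhibition, cut at about 44% in these data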; further: inactives centre near -24
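Test system: DeaD yeast strain BB579 / Buffer or medium: restrictive glucose-based CSMM-D medium / Doses: single 10 µM dose / Schedule: 4 h cell preincubation, 48 h compound exposure, 30 °C humidified / Technique: culture absorbance at 615 nm / Controls: amphotericin B positive control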
The depositor's hits bear a star.

`CCn1c(-c2cc3c(C(F)(F)F)nn(C)c3s2)n[nH]c1=S` gave Measles CPE 4.2, HCT116 PTEN-null 83.0, E-sel TNF inh -5.2, Yeast life ext -33.1, NPY-Y2 antag 2.5, bCat KO growth 93.0, MRP-1 activ -4.9, GALR2 blocker -1.2 and BB579 growth dn -46.2.
COc1ccc(CNc2nc(-c3ccccc3)nn2C(=O)c2cccs2)cc1 was read as Measles CPE 11.2, Phagocyt inh -0.1, HCT116 PTEN-null 84.8, E-sel TNF inh -6.8, Yeast life ext 0.3, NPY-Y2 antag -0.7, bCat KO growth 88.7, MRP-1 activ -1.5, GALR2 blocker 1.6 and BB579 growth dn -21.4.
CC(=O)N1CCN(Cc2cc(=O)n3cc(Cl)c(C)c(Cl)c3n2)CC1 was read as Measles CPE 22.9, Phagocyt inh -1.1, HCT116 PTEN-null 107.5, E-sel TNF inh -9.5, Yeast life ext -7.8, NPY-Y2 antag 2.7, bCat KO growth 106.2, MRP-1 activ -0.1, GALR2 blocker 2.4 and BB579 growth dn -47.9.
`O=C(N/N=C/c1ccc(N2CCCCC2)o1)c1ccccc1` gave Measles CPE 16.1, Phagocyt inh 2.4, HCT116 PTEN-null 89.7, E-sel TNF inh 3.8, Yeast life ext -0.4, NPY-Y2 antag 0.3, bCat KO growth 91.0, MRP-1 activ -3.0, GALR2 blocker 25.2 and BB579 growth dn -29.0.
For COc1ccc(Cn2nnc3c(=O)[nH]c(C4CCN(C(=O)c5ccccc5Cl)CC4)nc32)cc1 the results were Measles CPE 7.7, HCT116 PTEN-null 80.0, E-sel TNF inh -23.6, Yeast life ext -6.3, NPY-Y2 antag 3.6, bCat KO growth 84.9, MRP-1 activ -3.2, GALR2 blocker 2.4 and BB579 growth dn -36.7.
Screening CCOC(=O)c1ccc(N2C(=O)CC(N3CCCC(C)C3)C2=O)cc1 (stereo unspecified) returned Measles CPE 2.6, Phagocyt inh -0.2, HCT116 PTEN-null 98.2, E-sel TNF inh 4.1, Yeast life ext 6.0, NPY-Y2 antag 1.2, bCat KO growth 90.0, MRP-1 activ 0.6, GALR2 blocker -14.6 and BB579 growth dn -19.2.
Screening COc1cccc(S(=O)(=O)Nc2cccc(C(=O)N3CCOCC3)c2)c1 returned Measles CPE 10.3, HCT116 PTEN-null 86.3, E-sel TNF inh -17.8, NPY-Y2 antag 8.6, bCat KO growth 90.0, MRP-1 activ -3.5, GALR2 blocker -23.4 and BB579 growth dn -3.8.
CCCCCn1c(CN2CCN(C(=O)OCC)CC2)nc2c1c(=O)[nH]c(=O)n2C was read as Measles CPE 6.0, Phagocyt inh -0.7, HCT116 PTEN-null 97.7, E-sel TNF inh -31.5, Yeast life ext -1.8, NPY-Y2 antag 1.5, bCat KO growth 103.8, MRP-1 activ -2.8, GALR2 blocker -23.3 and BB579 growth dn -15.0.
For O=C(CNC(=S)NC(=O)c1ccccc1)c1ccccc1 the results were Measles CPE 6.5, HCT116 PTEN-null 90.3, E-sel TNF inh 60.0, Yeast life ext -9.1, NPY-Y2 antag 5.5, bCat KO growth 92.7, MRP-1 activ 0.4, GALR2 blocker 3.7 and BB579 growth dn -35.3.
`CCOc1ccccc1N1C(=O)c2ccc(C(=O)O)cc2C1=O` gave Measles CPE 24.1, Phagocyt inh -0.7, HCT116 PTEN-null 107.8, E-sel TNF inh 7.9, Yeast life ext -12.0, NPY-Y2 antag 7.6, bCat KO growth 106.7, MRP-1 activ 0.3, GALR2 blocker -3.4 and BB579 growth dn -15.8.
For c1cc(CNC2=NCCCCC2)ccn1 the results were Measles CPE 5.3, Phagocyt inh -1.0, HCT116 PTEN-null 95.8, Yeast life ext -18.8, NPY-Y2 antag 1.0, bCat KO growth 97.2, MRP-1 activ -2.6, GALR2 blocker 8.5 and BB579 growth dn -30.1.
`CCSc1nc2c(sc3ccccc32)c(=O)n1C(C)C` gave Measles CPE 14.8, Phagocyt inh 0.3, HCT116 PTEN-null 88.1, E-sel TNF inh -11.6, Yeast life ext -14.3, NPY-Y2 antag 3.2, bCat KO growth 95.7, MRP-1 activ -1.0, GALR2 blocker 1.1 and BB579 growth dn -45.4.
For CCCNC(=O)c1cc2c3ccccc3n(C)c2s1 the results were Measles CPE 22.8, Phagocyt inh -0.1, HCT116 PTEN-null 97.1, Yeast life ext -15.8, NPY-Y2 antag 1.2, bCat KO growth 87.5, MRP-1 activ -2.4, GALR2 blocker 15.6 and BB579 growth dn -19.2.
CC1(C)CC(=O)C2=C(C1)N(Cc1ccccc1)C(=O)C2(O)C(F)(F)F (stereo unspecified) was read as Measles CPE 6.1, Phagocyt inh -4.2, HCT116 PTEN-null 99.2, E-sel TNF inh 16.5, Yeast life ext -11.9, NPY-Y2 antag -1.2, bCat KO growth 93.8, MRP-1 activ -3.7, GALR2 blocker 3.7 and BB579 growth dn 11.4.
`O=C(c1cc(-c2ccccc2)on1)N1CCN(C(=O)c2ccco2)CC1` gave Measles CPE 9.0, Phagocyt inh 3.5, HCT116 PTEN-null 92.2, E-sel TNF inh 9.8, Yeast life ext -20.6, NPY-Y2 antag 2.5, bCat KO growth 87.7, MRP-1 activ -1.7, GALR2 blocker -3.0 and BB579 growth dn -28.8.
`CCOc1cccc(NC(=O)C2CC(=O)N(C)C(=Nc3ccccc3)S2)c1` (stereo unspecified) gave Measles CPE 2.8, HCT116 PTEN-null 56.6, E-sel TNF inh 2.1, Yeast life ext -29.4, NPY-Y2 antag 0.2, bCat KO growth 54.1, MRP-1 activ -1.2, GALR2 blocker 1.2 and BB579 growth dn -73.2.
For CCOC(=O)CSC1=C(C#N)C(c2ccc(C)cc2)C(C(=O)OC)C(=O)N1 (stereo unspecified) the results were Measles CPE 4.0, Phagocyt inh 0.0, HCT116 PTEN-null 111.5, E-sel TNF inh 10.3, Yeast life ext 7.2, NPY-Y2 antag 2.9, bCat KO growth 101.8, MRP-1 activ 0.3, GALR2 blocker -9.1 and BB579 growth dn -60.4.
COC1(c2ccccc2)NC(=S)NN=C1c1ccccc1 (stereo unspecified) was read as Measles CPE 3.4, Phagocyt inh -0.2, HCT116 PTEN-null 80.7, E-sel TNF inh 3.2, Yeast life ext -1.8, NPY-Y2 antag 5.1, bCat KO growth 82.6, MRP-1 activ -2.2, GALR2 blocker -22.1 and BB579 growth dn -0.5.
COc1ccc(-c2nnc(SC(C)C(=O)Nc3ccc4c(c3)OCCO4)o2)cc1 (stereo unspecified) was read as Measles CPE 7.2, Phagocyt inh -0.2, HCT116 PTEN-null 66.5, E-sel TNF inh 7.9, Yeast life ext -30.0, NPY-Y2 antag -0.3, bCat KO growth 55.5, MRP-1 activ 1.6, GALR2 blocker 1.4 and BB579 growth dn 1.7.
Screening Cc1csc2c(C#N)c(=O)c3c(n12)CCC3 returned Measles CPE 10.7, Phagocyt inh -0.2, HCT116 PTEN-null 102.9, E-sel TNF inh -2.5, Yeast life ext -11.5, NPY-Y2 antag -1.6, bCat KO growth 109.9, MRP-1 activ -0.7, GALR2 blocker -1.4 and BB579 growth dn 11.6.
For N=c1n(CCN2CCOCC2)c2ccccc2n1CC(=O)c1ccc(Cl)c(Cl)c1 the results were Measles CPE 3.2, Phagocyt inh 1.2, HCT116 PTEN-null 66.5, E-sel TNF inh -8.0, Yeast life ext -28.0, NPY-Y2 antag 7.3, bCat KO growth 62.8, MRP-1 activ -4.9, GALR2 blocker 1.1 and BB579 growth dn 94.9*.
For COc1cc([N+](=O)[O-])ccc1NC(=S)Nc1cccc(C(=O)O)c1 the results were Measles CPE 13.8, Phagocyt inh -1.1, HCT116 PTEN-null 100.2, Yeast life ext 14.5, NPY-Y2 antag 1.4, bCat KO growth 88.2, MRP-1 activ 0.8, GALR2 blocker 0.6 and BB579 growth dn 15.1.
`CC1CCCC(C)N1CC(C)(C)NS(=O)(=O)c1ccc(Cl)cc1` (stereo unspecified) gave Measles CPE 6.9, Phagocyt inh -0.3, HCT116 PTEN-null 99.4, E-sel TNF inh -0.8, Yeast life ext -4.9, NPY-Y2 antag 1.9, bCat KO growth 93.0, MRP-1 activ -1.3, GALR2 blocker -7.2 and BB579 growth dn -36.0.
Screening c1ccc(C2(CNc3ccccn3)CCCC2)cc1 returned Measles CPE 1.4, Phagocyt inh -0.7, HCT116 PTEN-null 57.0, E-sel TNF inh -16.2, Yeast life ext -3.1, NPY-Y2 antag 2.9, bCat KO growth 68.3, MRP-1 activ -0.8, GALR2 blocker -4.5 and BB579 growth dn -35.4.
COc1ccc(CCNC(=O)[C@@H]2C[C@H]2c2ccccc2)cc1OC was read as Measles CPE -0.3, Phagocyt inh -14.6, HCT116 PTEN-null 102.4, Yeast life ext -1.8, NPY-Y2 antag -0.4, bCat KO growth 96.4, MRP-1 activ -2.1, GALR2 blocker -4.7 and BB579 growth dn 11.0.
For Cc1cc(C)c2c(N)c(S(=O)(=O)c3ccccc3)sc2n1 the results were Measles CPE 4.8, Phagocyt inh 3.5, HCT116 PTEN-null 70.6, E-sel TNF inh 8.8, Yeast life ext 2.1, NPY-Y2 antag 0.5, bCat KO growth 73.3, MRP-1 activ -2.5, GALR2 blocker 6.5 and BB579 growth dn -39.0.
`CCC(=O)Nc1cccc(NC(=O)c2cccc([N+](=O)[O-])c2)c1` gave Measles CPE 19.9, Phagocyt inh 0.3, HCT116 PTEN-null 85.6, E-sel TNF inh -24.1, Yeast life ext -10.6, NPY-Y2 antag 1.0, bCat KO growth 87.4, MRP-1 activ -2.2, GALR2 blocker -1.1 and BB579 growth dn -45.3.
For CCOCCOC(=O)COc1ccc(N2C(=O)c3ccccc3C2=O)cc1 the results were Measles CPE 29.2, Phagocyt inh -0.7, HCT116 PTEN-null 105.8, Yeast life ext -17.3, NPY-Y2 antag 2.3, bCat KO growth 112.8, MRP-1 activ -1.3, GALR2 blocker 10.2 and BB579 growth dn -33.3.
For CCOC(=O)c1ccc(N2C(=O)CC(SCC(N)C(=O)OCC)C2=O)cc1 (stereo unspecified) the results were Measles CPE 12.2, Phagocyt inh -0.3, HCT116 PTEN-null 83.2, Yeast life ext -3.5, NPY-Y2 antag 1.8, bCat KO growth 94.8, MRP-1 activ -3.1, GALR2 blocker 11.7 and BB579 growth dn -17.0.
For Cc1nc(N)sc1-c1csc(N(C)c2ccc(O)cc2)n1 the results were Measles CPE 23.8, Phagocyt inh -1.6, HCT116 PTEN-null 98.3, E-sel TNF inh -45.1, Yeast life ext 5.6, NPY-Y2 antag 0.8, bCat KO growth 102.8, MRP-1 activ -2.8, GALR2 blocker 8.7 and BB579 growth dn -56.5.
